High-throughput results deposited in PubChem BioAssay by Southern Research Specialized Biocontainment Screening Center.
Salmonella PhoP GFP: Inhibition of PhoP regulon, Salmonella typhi GFP reporter cells, confirmation, 4 h (AID 1850); 310,000 compounds, 0.33% hits; inhibition, % at 50 µM, or IC50 in µM where a hit was titrated; Salmonella Typhi PhoP-promoter GFP reporter, fluorescence, 4 h; higher % means a stronger effect; in the data active = a potency from the dose series; inconclusive = inhibition mostly from about 25% at the one dose, without a potency; inactive = the rest, 99 in 100 with inhibition below about 19%;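 also: 0% = induced wells with vehicle and 100% = uninduced wells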
M. tuberculosis HTS: M. tuberculosis growth inhibition, HTS (AID 449762). M. tuberculosis H37Rv growth inhibition, 7H9 media; higher % means a stronger effect. inhibition, % at 25 µM; hits with a dose series show IC50 in µM. 330,000 compounds, 0.59% hits; in the data active = a potency from the dose series; inconclusive = inhibition above about 70% without an active follow-up result;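 also: bacterial growth assessed after seven days of incubation; strong numbers were not always called active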
inhibitors of VEEV: inhibitors of VEEV TC-83 cytopathic effect, confirmation, Vero cells (AID 588727); Vero cells, VEEV TC-83 cytopathic effect inhibition; higher % means a stronger effect; inhibition, % at 20 µM, or IC50 in µM where a hit was titrated; 350,000 compounds, 0.13% hits; in the data active = a potency from the dose series; inconclusive = inhibition mostly from about 14% at the one dose, without a potency; inactive = the rest, 99 in 100 with inhibition below about 12%; also: strong numbers were not always called active
tuberculosis growth: growth inhibition of non-replicating M. tuberculosis (AID 488890); Mycobacterium tuberculosis non-replicating, growth inhibition; higher % means a stronger effect; inhibition, % at 25 µM; hits with a dose series show IC50 in µM; 320,000 compounds, 0.39% hits; in the data active = a potency from the dose series; inconclusive = inhibition mostly from about 82% at the one dose, without a potency; inactive = the rest, 99 in 100 with inhibition below about 76%;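 also: plate controls were DMSO cells for no effect and high antibiotic wells for full effect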
H1N1 NS1A inhibition: NS1A inhibition, H1N1 influenza, cell based functional assay (AID 504329). NS1A functional cell-based assay, percent inhibition; higher % means a stronger effect. one-dose inhibition, % at 12.5 µM; IC50 in µM for titrated hits. 340,000 compounds, 0.3% hits; in the data active = a potency from the dose series; inconclusive = inhibition above about 27% without an active follow-up result; also: strong numbers were not always called active
inhibitors of VEEV 10K pilot screen: also measured in inhibitors of VEEV; calls as there; inhibition, %; measured here: 10K pilot screen inhibition
An asterisk follows results filed as active; i = inactive; u = inconclusive; x = not tested or not shown.

SMILES | Salmonella PhoP GFP | M. tuberculosis HTS | inhibitors of VEEV | tuberculosis growth | H1N1 NS1A inhibition | others
COc1cccc(N2CCN(CC(=O)C34CC5CC(CC(C5)C3)C4)CC2)c1 | 0% | 5% | 5.4% | 23% | 2%
NS(=O)(=O)c1ccc(CCNC(=O)CC(NC(=O)c2ccccc2Cl)c2ccccc2)cc1 (centres undefined) | -3% | -7% | 0.6% | 18% | -12%
COc1ccc(C(=O)N/N=C\c2ccc(OC)c(COc3ccccc3Br)c2)c(OC)c1 | -7% | -4% | 7.7% | 14% | 5%
CC1=Nc2ccccc2N=C(NC(=O)CSC(=S)N2CCN(C)CC2)C1c1ccccc1 (centres undefined) | 13% | -1% | 7.7% | 13% | 2%
CC(=O)N(c1ccccc1)c1ccc([N+](=O)[O-])cc1[N+](=O)[O-] | -2% | 0% | i | 15% | 8%
Cc1ccccc1NC(=O)CSc1nnc(C)c2ccccc12 | -4% | -3% | 2.2% | 4% | -5%
O=C(O)c1ccc(N2C(=O)CC(N3CCC(c4nc5ccccc5[nH]4)CC3)C2=O)cc1 (centres undefined) | -8% | 3% | 0.3% | 2% | 12%
CC(=O)C1=C(O)CCC1=N | 3% | -5% | 0.9% | -10% | 0%
O=C(NNc1ccnc2cc(Cl)ccc12)C1CCCCC1 | -6% | 5% | i | -4% | 0%
Cc1ccc(S(=O)(=O)N(CCO)c2cc3c(s2)CCCC3)cc1 | 7% | -2% | i | 1% | 5%
O=C(CC1C[C@H](C(=O)N2CCCCC2)[C@@]2(CCc3ccccc3)c3[nH]c4ccccc4c3CCN2C1=O)NCCCn1ccnc1 (some centres undefined) | x | 64% | i | u | -10%
CNC(=O)c1sc(-c2ccccn2)nc1C | 8% | -2% | 1.4% | 2% | -6%
COC(=O)Cn1c2ccc(F)cc2c2nc(C)sc21 | 9% | u | 1.4% | 70% | 1%
CSc1ccc(S(=O)(=O)NCC(=O)OCC(=O)NCc2ccco2)cc1[N+](=O)[O-] | -4% | 4% | 1.9% | -1% | -2%
CCCCn1c(N)c(N(C)C(=O)c2ccc(-n3cccn3)cc2)c(=O)[nH]c1=O | x | -13% | 0.5% | 0% | -11%
Cc1ccc[n+](CC(=O)Nc2ccc(N(C)C)cc2)c1 | 3% | 10% | 1.1% | -15% | -5%
O=C1c2ccccc2S(=O)(=O)c2cc(C(=O)N3CCC(N4CCCC4)CC3)ccc21 | 0% | 5% | i | -3% | -1%
Cc1[nH]nc2c1C1(CCOC1C)C(C#N)=C(N)O2 (centres undefined) | -9% | -2% | 0.8% | 2% | 26%
Cc1c(NC(=O)c2ccc(COc3ccc4ccccc4c3)o2)c(=O)n(-c2ccccc2)n1C | 0% | 19% | 0.5% | 38% | 0%
FC(F)(F)c1ccccc1CN1CCN(C2CCCCCC2)CC1 | 2% | -2% | 0.5% | 36% | 4% | inhibitors of VEEV 10K pilot screen=0.0
CC(C)c1nnc(NC(=O)CCC(=O)NCc2ccc3c(c2)OCO3)s1 | -12% | -4% | 9.8% | 4% | -14%
COc1ccc(N(C(=O)C(C)C)S(=O)(=O)c2cccc3cccnc23)cc1 | 4% | 3% | 6.5% | 6% | 0%
Cc1cc(C)cc(NC(=O)CN2CCc3ccccc3C2)c1 | 3% | 2% | 0.8% | -1% | 4%
C#CCn1c(=NC(=O)c2cccs2)sc2cccc(OCC)c21 | -8% | -5% | 0.7% | -9% | -1%
O=C(NC1(C(F)(F)F)N=C2SCCN2C1=O)C1CCCCC1 (centres undefined) | 4% | -1% | 0.7% | 11% | -1%

Continuation:
SMILES | Salmonella PhoP GFP | M. tuberculosis HTS | inhibitors of VEEV | tuberculosis growth | H1N1 NS1A inhibition | others
COc1ccc(CCN2C(=O)C3CC(C)=C(C)CC3C2=O)cc1OC (centres undefined) | 4% | -4% | 2.2% | -1% | 0%
Cc1c(C(=O)O)sc2c1c(=O)n(Cc1ccccc1)c(=O)n2C | -6% | 3% | 1.1% | 4% | 2%
CCc1ccc(NC(=O)CSc2nc3ccccc3nc2N2CCCCC2)cc1 | 4% | -12% | 0.9% | -2% | 9%
CCOc1ccc(N2C(=O)CC(N3CCC(O)(c4ccc(Br)cc4)CC3)C2=O)cc1 (centres undefined) | -4% | 7% | 0.6% | 37% | -1%
CC(C(=O)Nc1nnc(C2CC2)s1)N1C(=O)C2CC=CCC2C1=O (centres undefined) | x | -10% | 1.0% | 9% | -4%
COc1ccc(-c2cnnn2-c2ccc(NC(=O)c3ccc(S(=O)(=O)N4CCCCC4)cc3)cc2)cc1OC | -3% | -4% | i | 36% | 18%
O=C(NC(Cc1c[nH]c2ccccc12)C(=O)O)c1ccc2c(c1)OCO2 (centres undefined) | 1% | 6% | i | -2% | -1%
C(=C\c1nc(N2CCCCCC2)c2ccccc2n1)/c1ccccc1 | -4% | u | 11% | u | -3% | inhibitors of VEEV 10K pilot screen=0.1
Cc1nnc2n(c1=O)N=C(c1ccc(Cl)cc1)CS2 | -2% | 0% | 0.9% | 7% | 15%
O=C(O)C1CCCN(S(=O)(=O)c2cccs2)C1 (centres undefined) | 3% | 4% | 0.6% | -5% | 0%
COc1ccc(C(=O)COC(=O)c2ccco2)cc1 | 12% | 1% | 3.0% | 58% | -12%
COc1ccc(C2CC(=O)c3cnc(N4CCc5ccccc54)nc3C2)cc1OC (centres undefined) | -4% | 5% | x | -14% | x
COc1cccc(C(=O)NOCc2ccc(C)cc2)c1OC | x | 18% | 1.1% | 3% | 2%
CCN(CC)C(=O)Oc1cc2c(-c3cc4cccc(OC)c4o3)cc(=O)oc2cc1C | 5% | 11% | 13% | 13% | -3%
COc1ccccc1C(=O)C1CCCN(C(=O)CCn2cnnn2)C1 (centres undefined) | 21% | 3% | 0.2% | -4% | 16%
COC(=O)C1(C(F)(F)F)N=C(N(C)C)OC(N(C)C)=N1 | 5% | -1% | 0.3% | -3% | -17%
NC(=O)C1CCN(C(=O)c2ccc(CS(=O)(=O)c3c(Cl)cccc3Cl)o2)CC1 | -5% | -7% | 0.5% | -6% | 2%
O=C1c2ccccc2C(=O)N1CCC(c1ccccc1)c1ccco1 (centres undefined) | 26% | -2% | i | 74% | 3%
CC(=O)NC1=NN(C(C)=O)C(c2cccc([N+](=O)[O-])c2)S1 (centres undefined) | -5% | 4% | 1.3% | -5% | 3%
Cc1ccc(O)c(N=CC2=C(O)c3ccccc3C2=O)c1 | -3% | 2% | 6.0% | 6% | 5%
CCCCNC(=O)C1=C(N)C(C(=O)Nc2ccc(C)c(S(=O)(=O)N3CCCCC3)c2)SC1=Nc1ccc(C)cc1C (centres undefined) | -1% | -11% | 4.7% | 2% | 5%
CC1=C(C(=O)OCC2CCCO2)C(c2ccccc2)C2=C(CC(C)(C)CC2=O)N1 (centres undefined) | -11% | -5% | 0.3% | 1% | -1% | inhibitors of VEEV 10K pilot screen=0.2
O=C1CCCCCCCCCC/C(=N\O)CCCO1 | -19% | -12% | 3.3% | 9% | x
O=[N+]([O-])c1c(NCCO)cc(Sc2nc3ccccc3s2)c2nonc12 | 2% | u | 2.3% | u | 9%
CNC(=O)Nc1cc(C)nn1C | -6% | -8% | 0.1% | 7% | 3%

Going on with the list.
SMILES | Salmonella PhoP GFP | M. tuberculosis HTS | inhibitors of VEEV | tuberculosis growth | H1N1 NS1A inhibition | others
Cc1ccccc1CSCCC(=O)NCCc1ccccc1 | -1% | 3% | 0.5% | 44% | -9%
O=C(CN(C(=O)CCC(=O)Nc1nccs1)c1cccc(F)c1)NCc1ccccc1 | -5% | 2% | 0.1% | -1% | 8%
COCCNC(=O)CSc1ccc(C)cc1 | 4% | -14% | 0.7% | 15% | -5%
CC(C)NC(=O)c1ccc(CSCc2ccccc2Cl)o1 | -2% | -7% | 0.6% | u | -9%
CCCC(=O)Nc1c2c(nn1-c1ccc(F)cc1)CS(=O)(=O)C2 | -3% | 0% | i | -6% | -1%
CCc1ccc(NC(=O)c2cc(C)no2)cc1 | 5% | u | i | 31% | -7%
C=CCn1c(SCc2cc(C(=O)OC)c(C)o2)nnc1-c1ccncc1 | -7% | -4% | 1.8% | -13% | -1%
Cn1c(=O)c2c(nc(CN3CCN(c4ccccc4)CC3)n2CCCc2ccccc2)n(C)c1=O | -4% | 0% | x | 16% | x
CCOc1cc(C(=O)Nc2ccc(S(=O)(=O)Nc3cc(C)on3)cc2)cc(OCC)c1OCC | 9% | 30% | 1.0% | 66% | -6%
CCc1ccc(CN(C)C(=O)C2=CC=CN3CCS(=O)(=O)N=C23)cc1 | x | x | 6.3% | x | -10%
Nc1cccc(-c2nnc3n2CCCCC3)c1 | 1% | -4% | 0.5% | -1% | -6%
Cc1cc2oc(C(=O)Nc3ccc(S(=O)(=O)Nc4nccs4)cc3)cc(=O)c2cc1Cl | -9% | 7% | 0.6% | 31% | -11%
CCn1c(SCc2nc3cc(OC)c(OC)cc3c(=O)[nH]2)nnc1-c1ccncc1 | -5% | 7% | 1.6% | -6% | -5%
C[C@@H](C(=O)OCC(=O)c1ccc(F)c(F)c1)N1C(=O)C2CCCCC2C1=O (some centres undefined) | x | -3% | 1.6% | -4% | -2%
Fc1ccc(NC(=S)N2CCN(c3ccccn3)CC2)cc1Cl | -2% | -1% | 1.9% | 1% | 0%
CCc1nnc(NC(=O)/C=C/c2ccc(C)o2)s1 | -4% | 4% | 1.0% | -16% | 3%
Cc1c(-c2n[nH]c(=S)n2-c2ccc(Br)cc2)nnn1-c1ccc(Cl)cc1 | x | x | 2.2% | x | 0%
CCCS(=O)(=O)N1CCN=C1SCc1cccc(C)c1 | -6% | 5% | 0.8% | 14% | -7%
N#C/C(=C\c1cccnc1)C(=O)Nc1ccccc1[N+](=O)[O-] | -1% | -6% | 3.4% | 3% | -3%
O=C(O)C(Cc1ccccc1)N1C(=O)/C(=C/c2ccccc2)SC1=S (centres undefined) | -1% | 2% | 0.4% | 19% | 23%
O=C(NCCS(=O)(=O)N1CCN(c2ccccc2)CC1)C1CC1 | -6% | -2% | 2.5% | 10% | -9%
COc1ccc2[nH]cc(C(=O)CN(C)CCc3ccc(OC)c(OC)c3)c2c1 | 0% | 2% | 1.9% | 13% | 9%
CCOc1cc(C(=O)OCC(=O)NCc2ccco2)cc(OCC)c1OCC | -9% | -1% | 9.9% | -2% | -4%
CC(NC(=O)c1ccccc1)C(=O)N/N=C/c1ccc(O)cc1 (centres undefined) | 1% | 0% | 0.3% | -3% | 6% | inhibitors of VEEV 10K pilot screen=1.2
O=C(NCC(c1cccnc1)N1CCN(c2ccccc2F)CC1)c1ccco1 (centres undefined) | -2% | -6% | 0.2% | -6% | 4%

Following part.
SMILES | Salmonella PhoP GFP | M. tuberculosis HTS | inhibitors of VEEV | tuberculosis growth | H1N1 NS1A inhibition | others
O=C1NC(c2ccccc2)=NC1(NS(=O)(=O)c1ccccc1)C(F)(F)F (centres undefined) | 0% | 2% | 0.0% | 2% | 1%
O=C(Cc1cccc2ccccc12)NC(=S)Nc1cccc(C(=O)O)c1 | 2% | -1% | 1.7% | 13% | 1%
FC(F)C(F)(F)c1cc(-c2ccccc2)n[nH]1 | 5% | -10% | 1.6% | 0% | 13%
COC(=O)c1ccc(NC(=O)C2CCCO2)cc1 (centres undefined) | 8% | 0% | 5.5% | 23% | -1%
CCn1cc(C(=O)O)c(=O)c2cc(F)c(N/N=C/c3ccccc3[N+](=O)[O-])cc21 | -6% | -5% | 8.1% | -13% | 22% | inhibitors of VEEV 10K pilot screen=15
CCOC(=O)Cc1csc(NC(=O)Cc2ccc(C)cc2)n1 | 9% | -1% | 0.1% | 26% | 4%
Nc1ccccc1SCC1CSc2nc3ccccc3c(=O)n21 (centres undefined) | 7% | 0% | 1.2% | 10% | -7%
O=C(COc1cc2oc(=O)c3c(c2cc1Cl)CCCC3)NCc1cccnc1 | -19% | 6% | 1.0% | 10% | -2%

Sorted by number of heavy atoms (ascending): part of the list above
SMILES | Salmonella PhoP GFP | M. tuberculosis HTS | inhibitors of VEEV | tuberculosis growth | H1N1 NS1A inhibition | others
FC(F)C(F)(F)c1cc(-c2ccccc2)n[nH]1 | 5% | -10% | 1.6% | 0% | 13%
CCOC(=O)Cc1csc(NC(=O)Cc2ccc(C)cc2)n1 | 9% | -1% | 0.1% | 26% | 4%
O=C(COc1cc2oc(=O)c3c(c2cc1Cl)CCCC3)NCc1cccnc1 | -19% | 6% | 1.0% | 10% | -2%
